NPYLR7 ag: activates Aedes aegypti NPYLR7 receptor; HEK293T NPYLR7/Galpha15, GCaMP6s calcium fluorescence; activation, % at 10 µM; 270,000 compounds, 0.15% hits; in the data active = activation above about 40%;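 also: 0% = vehicle and 100% = reference agonist at the receptor; some compounds past the cut are filed as inactive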
hcGAS inh: blocks human cGAS activity | Q8N884 | recombinant h-cGAS, ATP depletion, Kinase-Glo luminescence | inhibition, % at 12.5 µM | 290,000 compounds, 0.081% hits | AID 1259398;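 also: 0% = vehicle reaction and 100% = reaction without DNA for no activity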
Target sequence (Q8N884 whole entry, looked up): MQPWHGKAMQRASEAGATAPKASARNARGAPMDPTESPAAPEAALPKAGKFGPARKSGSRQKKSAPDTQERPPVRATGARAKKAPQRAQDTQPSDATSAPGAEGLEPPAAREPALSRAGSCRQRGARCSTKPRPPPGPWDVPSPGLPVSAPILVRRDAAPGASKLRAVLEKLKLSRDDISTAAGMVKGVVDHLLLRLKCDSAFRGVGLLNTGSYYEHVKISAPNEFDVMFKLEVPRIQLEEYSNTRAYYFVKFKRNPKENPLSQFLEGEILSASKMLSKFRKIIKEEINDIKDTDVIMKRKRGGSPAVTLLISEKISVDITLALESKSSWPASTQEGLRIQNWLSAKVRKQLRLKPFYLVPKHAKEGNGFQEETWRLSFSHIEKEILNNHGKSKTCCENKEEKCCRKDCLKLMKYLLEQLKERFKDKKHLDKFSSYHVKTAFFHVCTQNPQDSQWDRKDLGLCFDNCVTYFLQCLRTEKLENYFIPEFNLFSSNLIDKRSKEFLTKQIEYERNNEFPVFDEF
mcGAS lum: inhibitors of mouse cGAS | Q8C6L5 | recombinant cGAS, Kinase-Glo ATP depletion luminescence | inhibition, % at 12.5 µM | 160,000 compounds, 0.15% hits | AID 1259399;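 also: 0% = negative control wells and 100% = reference inhibitor with no enzyme activity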
* = called active by the depositor; . = no result given; & = joins results of further samples. Rule as the data show it, unless noted: active = inhibition above about 40%; inactive = the rest.

Preview (two entries):
#	Structure	NPYLR7 ag	hcGAS inh	mcGAS lum
1	CCc1nc2ccc(C(=O)Nc3ccc(C(N)=O)cc3)cn2c1N(CC)Cc1cccc(Br)c1	14	-6	-5
2	CCn1c(C)cc(O)c(C(c2ccc(C)cc2)N2CCN(CCO)CC2)c1=O (stereo not given)	7	-4	.

The list itself, from the first entry:
#	Structure	NPYLR7 ag	hcGAS inh	mcGAS lum
1	CCc1nc2ccc(C(=O)Nc3ccc(C(N)=O)cc3)cn2c1N(CC)Cc1cccc(Br)c1	14	-6	-5
2	CCn1c(C)cc(O)c(C(c2ccc(C)cc2)N2CCN(CCO)CC2)c1=O (stereo not given)	7	-4	.
3	Cc1cc(C)c(CN(Cc2cnn(C)c2)CC(C)C)c(C)c1CO	1	-5	.
4	COc1ccc(C(=O)NCCN=C2NS(=O)(=O)c3ccccc32)cc1OC	-1	-1	-7
5	Cc1cc(C(=O)N(Cc2cccnc2)CC2CCN(Cc3ccccc3C)CC2)n[nH]1	6	-5	-7
6	CCN(CC)c1nc(Nc2ccc([N+](=O)[O-])cc2)nc(N(CC)CC)n1	-1	-4	-7
7	CC(C)CCNC(=O)CN1C(=O)NC2(CCCCC2)C1=O	8	-3	.
8	CC(C)CN(CC(C)C)Cn1[nH]c(-c2cccs2)nc1=S	-7&0	4&0	-3
9	Cc1ccc(S(=O)(=O)c2c(C)nn(C(C)(C)C)c2OC(=O)c2ccc([N+](=O)[O-])cc2)cc1	0	-7	-7
10	COc1ccc(-c2csc(-n3[nH]c(-c4ccccc4)c(N=Nc4ccccc4Cl)c3=O)n2)cc1	-6	22	-1
11	CCOC(=O)c1cc([C@@H](C)CCC=C(C)C)sc1NC(=O)c1cc(C)oc1C	15	-10	-4
12	COCC(=O)N1CCN(C(C)=O)C[C@@H]1C(=O)N[C@H](C)C(=O)OC	-9	-4	-4
13	NC(=O)C1CCN(S(=O)(=O)c2ccc(N3C(=O)CCS3(=O)=O)cc2)CC1	-7	-1	.
14	CCOC(=O)CN(Cc1cccc(OC)c1)[C@@H]1C[C@@H]2CO[C@H](C(C)C)C[C@@H]2C1	0	0	-7
15	CC(c1ccccc1)N(Cc1nc(C(=O)NCCN(C)C)co1)Cc1ccccc1C(F)(F)F (stereo not given)	22	-5	-6
16	CCOc1ccc(-c2cc(C(=O)NC(C)c3ccc(F)cc3)c3ccccc3n2)cc1 (stereo not given)	-1	5	2
17	CCC1=C(C(=O)NC2CCC(O)CC2)Cc2ccccc2O1 (stereo not given)	-4	-8	.
18	Cc1ccc(C(C)CCN2CCN(Cc3cccc(F)c3)C(=O)C2)o1 (stereo not given)	6	-6	.
19	O=S(=O)(NCCNc1nc(Cc2ccccc2)nc2cc(Cl)ccc12)c1cccc(C(F)(F)F)c1	1	-4	-5
20	Cc1nnsc1CNC(=O)c1ccc(CSc2ccccn2)cc1	13	-1	-14
21	O=C(Nc1cccc2c1OCCO2)N1CCCCCC1c1ccncc1 (stereo not given)	3	0	.
22	CCc1sc(C(=O)N2CCN(S(=O)(=O)c3cc(F)ccc3F)CC2)cc1C	15	-5	.
23	CC(CNc1ccccc1)NC(=O)CNC(=O)c1ccsc1 (stereo not given)	-1	-7	.
24	Cc1ccc(-n2nnnc2NC(C)CCc2ccco2)cc1 (stereo not given)	-4	1	.
25	N#CC(c1ccccn1)c1cc(N2CCN(C(=O)c3cc(F)cc(F)c3)CC2)ncn1 (stereo not given)	-2	-1	-2

Retrieved by compound from the entries so far (five):
#	Structure	NPYLR7 ag	hcGAS inh	mcGAS lum
13	NC(=O)C1CCN(S(=O)(=O)c2ccc(N3C(=O)CCS3(=O)=O)cc2)CC1	-7	-1	.
8	CC(C)CN(CC(C)C)Cn1[nH]c(-c2cccs2)nc1=S	-7&0	4&0	-3
25	N#CC(c1ccccn1)c1cc(N2CCN(C(=O)c3cc(F)cc(F)c3)CC2)ncn1 (stereo not given)	-2	-1	-2
16	CCOc1ccc(-c2cc(C(=O)NC(C)c3ccc(F)cc3)c3ccccc3n2)cc1 (stereo not given)	-1	5	2
23	CC(CNc1ccccc1)NC(=O)CNC(=O)c1ccsc1 (stereo not given)	-1	-7	.

Going on with the list:
#	Structure	NPYLR7 ag	hcGAS inh	mcGAS lum
26	COc1ccc(-c2c3c(nc4sc(C(=O)N5CCOCC5)c(N)c24)CC(C)(C)CC3=O)cc1	6	-5	-9
27	N#Cc1nc(NC(=O)C2CC2c2ccc(Br)cc2)[nH]c1C#N (stereo not given)	-4	21	.
28	CCN(Cc1ccncc1)C(=O)c1ccc(-c2ccc(F)c(F)c2)s1	23	-5	-8
29	CCCN=C(NC(=O)c1ccc(OC)cc1)OC	15	-7	-4
30	CC1c2cccn2CCN1S(=O)(=O)c1ccc(Cl)cc1 (stereo not given)	6	1	-2
31	C=CCCC(=O)N1CCC(c2nc(-c3ccc(Cl)cc3F)no2)CC1	2	-7	-5
32	COc1ccc(-c2cn[nH]c2-c2ccc(OCCN3CCC(C(N)=O)CC3)c(C)c2O)cc1	3	-6	-9
33	NC(=O)CCSCc1cc(Br)ccc1F	7	-5	.
34	CCc1ccc(C(O)c2ccccc2C(=O)O)s1 (stereo not given)	11	-13	.
35	CC(=O)Nc1cccc(Nc2cc3c(cn2)ncn3CC2CC2)c1	-8	1	-5
36	CCCCCCC(=O)Nc1nnc(SCc2ccccc2C#N)s1	.	-2	-9
37	CC(=O)N1CCN(c2ncccc2CNc2ccc(-c3ccccc3)nn2)CC1	16	-5	.
38	Cc1ccc(C(=O)Cn2cnc3c(cnn3C3CCS(=O)(=O)C3)c2=O)c(C)c1 (stereo not given)	11	-8	.
39	CCCCCCC(=O)N1CCN(c2nc(-c3ccc(Cl)cc3)nc(C)c2Cc2ccccc2)CC1	-4	-6	-5
40	O=c1cccnn1CCNS(=O)(=O)c1ccccc1C(F)(F)F	-1	-8	.
41	C=CCN(C(=O)CSc1nnnn1-c1ccccc1C)c1ccccc1	0	-7	.
42	CCC/C=C/c1ccc(NC(C)=O)nc1	-1	-8	.
43	Cc1c(NC(=O)c2ccccc2-n2cncn2)cccc1C(=O)NC(C)(C)C	21	0	-7
44	O=C(NC(c1ccc(F)cc1)c1cnccn1)C1CCN(C(=O)c2ccc3nccnc3c2)CC1 (stereo not given)	-13	0	1
45	COc1ccc(S(=O)(=O)NCCNc2ccc(Nc3cccnc3)nn2)cc1OC	1	-8	-7
46	CC(C)c1cc(-c2ccc(C(N)=O)cc2)nc(C(F)(F)F)n1	1	-3	-18
47	CC(C)NC(=O)Nc1nnc([C@@H]2C[C@H](O)[C@@H](CO)O2)s1	-5	-10	-6
48	Cc1ccc(O)c(CN2CCN(Cc3ccco3)C(CCO)C2)n1 (stereo not given)	2	-6	.
49	COc1ccc(C(CC(=O)c2ccc(F)cc2)Cc2onc(C)c2[N+](=O)[O-])cc1 (stereo not given)	2	-5	.
50	CCCC1(CCC)NC(=O)N(CC(=O)Nc2nc(-c3cccc4ccccc34)cs2)C1=O	1	-5	-4

Limited to hcGAS inh and mcGAS lum (seven entries from above):
no.	compound	hcGAS inh	mcGAS lum
22	CCc1sc(C(=O)N2CCN(S(=O)(=O)c3cc(F)ccc3F)CC2)cc1C	-5	.
23	CC(CNc1ccccc1)NC(=O)CNC(=O)c1ccsc1 (stereo not given)	-7	.
24	Cc1ccc(-n2nnnc2NC(C)CCc2ccco2)cc1 (stereo not given)	1	.
25	N#CC(c1ccccn1)c1cc(N2CCN(C(=O)c3cc(F)cc(F)c3)CC2)ncn1 (stereo not given)	-1	-2
26	COc1ccc(-c2c3c(nc4sc(C(=O)N5CCOCC5)c(N)c24)CC(C)(C)CC3=O)cc1	-5	-9
27	N#Cc1nc(NC(=O)C2CC2c2ccc(Br)cc2)[nH]c1C#N (stereo not given)	21	.
28	CCN(Cc1ccncc1)C(=O)c1ccc(-c2ccc(F)c(F)c2)s1	-5	-8

(continued)
#	Structure	NPYLR7 ag	hcGAS inh	mcGAS lum
51	COc1ccc(CNc2nc3c(-c4ccc(C)cc4)nnn3c3ccccc23)cc1	16	-2	-11
52	CCc1csc(CNC(=O)c2ccc(N(C)Cc3ccn[nH]3)nc2)n1	1	-7	-9
53	Cc1ccc(CNc2nc3c(s2)CCCC3)cc1	7	-15	-6
54	CCc1nc(-c2nccn2-c2ccc(OC)c(Cl)c2)c(C)[nH]1	7	2	.
55	COc1ccc(-n2nnc3c(=O)n(Cc4ccccc4)cnc32)cc1	6	-6	.
56	CCOC(=O)[C@H]1C[C@@H]2O[C@H]1[C@H]1CN(C(=O)c3ccccc3)C[C@H]1[C@@H]2O	-6	8	-2
57	CC(C)Oc1ccc(CNC(=O)c2cc(Cl)ccc2F)cn1	2	-7	.
58	COC(=O)c1cnc(NC(=O)C2(C)CCCN(C)C2)s1 (stereo not given)	0	-12	.
59	CCOCCOC(C)C(=O)Nc1nsc(N2CCCC2)n1 (stereo not given)	1	-10	-18
60	CC(=O)N1CCC([C@@H]2CN(Cc3ccc(C)s3)C[C@H]2CO)CC1	.	-10	-4
61	COc1cc(OC)cc(C(=O)Nc2cc(-c3nc4cc(Cl)ccc4o3)ccc2C)c1	-7	-5	-6
62	CCn1c(SCC(=O)c2cc(C)n(CCC3=CCCCC3)c2C)nnc1C1CC1	0	-1	.
63	CC(C1CCN(Cc2nc(Cc3ccccc3Cl)no2)CC1)N1CCCC1 (stereo not given)	21	-8	.
64	COc1ccc(-c2ccc(N3CCN(C(=O)C4CCCCC4)CC3)nn2)cc1OC	.	5	-1
65	O=C(CN1C(=O)COc2ccc(Cl)cc21)Nc1cnn(CC(=O)NC2CCCC2)c1	21	-9	-17
66	CC(C)C(NC(=O)CS(=O)(=O)c1nnc(C2CC2)n1C1CC1)c1ccccc1 (stereo not given)	-1	5	.
67	CCc1c(C(=O)Nc2ncn[nH]2)nnn1-c1cccc(Cl)c1	0	1	.
68	Cc1nc(-c2ccccc2)sc1C(=O)NCCn1nc(-c2ccncc2)ccc1=O	6	-3	.
69	O=C(NC(Cn1ccnc1)c1ccccc1)c1ccc2c(c1)OCO2 (stereo not given)	4	-4	.
70	O=c1cc(CSc2ccccn2)nc(N2CCN(Cc3ccccc3)CC2)[nH]1	1	-3	-8
71	CCC(C)N(Cc1csc(COc2cccc(C)c2)n1)C(=O)c1cccc(Br)c1 (stereo not given)	-8	2	-1
72	Cc1cc(C)c(NC(=O)Cn2ccn3nc(-c4ccc(Cl)cc4)cc3c2=O)c(C)c1	2	-7	-5
73	COc1ccc(-c2nnc3ccc(SCC(=O)Nc4c(C)cc(C)cc4C)nn23)cc1	13	-4	-6
74	CC(C)N1CCC1(C)C(=O)Nc1ccc2cn[nH]c2c1 (stereo not given)	4	-13	-6
75	Cc1ccc(OCC(=O)n2nc(C)c(Sc3ccc([N+](=O)[O-])cc3)c2C)cc1	-10	-1	-1

Exported in transposed form: entries from further up.
71) CCC(C)N(Cc1csc(COc2cccc(C)c2)n1)C(=O)c1cccc(Br)c1 (stereo not given)
72) Cc1cc(C)c(NC(=O)Cn2ccn3nc(-c4ccc(Cl)cc4)cc3c2=O)c(C)c1
73) COc1ccc(-c2nnc3ccc(SCC(=O)Nc4c(C)cc(C)cc4C)nn23)cc1

| Assay by compound | 71 | 72 | 73 |
| --- | --- | --- | --- |
| NPYLR7 ag | -8 | 2 | 13 |
| hcGAS inh | 2 | -7 | -4 |
| mcGAS lum | -1 | -5 | -6 |

Continued.
#	Structure	NPYLR7 ag	hcGAS inh	mcGAS lum
76	COc1cc(C)c(-c2ccc(CN(C)C)cc2)cc1C	11	-5	-17
77	CC(=O)NC1=NN(C(C)=O)C2(S1)C(=O)N(CCC(C)C)c1ccc(C)cc12 (stereo not given)	5	-6	-8
78	O=C(O)CCNc1ccc(NCCC(=O)O)c2c1C(=O)c1ccccc1C2=O	5	-11	-11
79	Cc1nnc(NC(=O)c2cc(Cl)cc(Cl)c2)s1	1	-7	-5
80	NC(=O)c1c(N=c2oc3ccccc3cc2C(N)=O)sc2c1CCCC2	1	2	3
81	CCOC(=O)CNC(=O)N1C[C@H]2OC(=O)N(Cc3ccccc3OC)[C@H]2C1	6	-7	.
82	N=C1C(c2nc3ccccc3s2)CC(=O)N1c1ccccc1Br (stereo not given)	9	-5	.
